# SENP7 block: blocks the human protease SENP7; AID 434973; actives 1.5% (n = 330,000); Q9BQF6; inhibition, % at 5 µM; recombinant SENP7, Z-RLRGG-aminoluciferin luminescence, 40 min;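 active = inhibition above about 50% at the single test dose, limit read from the data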;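 also: plate controls were DMSO with enzyme for no effect and no enzyme buffer wells for full effect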
# Target sequence (Q9BQF6 706-1050 limits assumed): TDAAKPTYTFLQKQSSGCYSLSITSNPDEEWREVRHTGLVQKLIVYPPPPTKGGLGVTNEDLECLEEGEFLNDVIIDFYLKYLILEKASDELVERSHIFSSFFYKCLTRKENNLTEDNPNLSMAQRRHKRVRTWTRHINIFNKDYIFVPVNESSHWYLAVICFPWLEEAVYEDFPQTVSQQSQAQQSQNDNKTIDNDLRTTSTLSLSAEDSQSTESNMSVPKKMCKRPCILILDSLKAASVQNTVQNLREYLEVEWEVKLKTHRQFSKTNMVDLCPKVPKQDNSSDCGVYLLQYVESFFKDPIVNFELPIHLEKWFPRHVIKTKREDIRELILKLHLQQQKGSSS
# SENP1 FRET inh: inhibitors of human SENP1 SUMO protease catalytic domain. Q9P0U3. recombinant SENP1 catalytic domain, CyPet-SUMO1-YPet FRET cleavage. inhibition, % at 10 µM. actives 0.21% (n = 360,000). AID 624204;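 active = inhibition at least 30% at 10 µM, raw YFP signal under a set limit, fluorescence ratio 0.5 to 1.5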;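 also: 0% = enzyme with DMSO and 100% = no enzyme wells; some results filed as inactive read as strong as hits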
# Target sequence (Q9P0U3 419-644 limits assumed): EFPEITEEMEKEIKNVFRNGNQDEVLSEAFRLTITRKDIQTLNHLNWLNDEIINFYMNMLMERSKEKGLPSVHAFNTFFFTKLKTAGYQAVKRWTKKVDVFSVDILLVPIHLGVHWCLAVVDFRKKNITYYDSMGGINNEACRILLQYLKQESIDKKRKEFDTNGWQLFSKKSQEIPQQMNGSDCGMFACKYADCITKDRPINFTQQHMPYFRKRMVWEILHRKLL
#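 Test system: human SENP1 catalytic domain; medium: Tris pH 8 buffer plus EDTA, NaCl, BME, BSA, NP40, catalase; incubation: 50 min reaction at room temperature; technique: FRET, CFP and YFP emission; controls: no-enzyme low control and enzyme-plus-DMSO high control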
# SENP8 block-1: SENP8 (human) protease inhibition | AID 602440 | inhibition, % at 20 µM | Q96LD8 | actives 0.64% (n = 360,000) | recombinant SENP8, Nedd8 substrate fluorescence; in the data active = inhibition mostly above about 40%, no sharp cut-off; inactive = mostly below about 27%
# Target sequence (Q96LD8 whole entry, looked up): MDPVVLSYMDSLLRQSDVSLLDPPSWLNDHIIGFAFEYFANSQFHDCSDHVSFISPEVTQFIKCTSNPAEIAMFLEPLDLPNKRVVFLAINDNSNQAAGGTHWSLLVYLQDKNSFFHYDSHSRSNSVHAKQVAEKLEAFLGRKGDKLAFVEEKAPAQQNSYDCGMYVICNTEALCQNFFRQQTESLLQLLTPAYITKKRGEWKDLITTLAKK
# UBC13 polyUb: inhibitors of human UBC13 polyubiquitin chain formation; P61088; TR-FRET; inhibition, % at 20 µM; actives 0.47% (n = 330,000); in the data active = inhibition above about 45%, passing the limit was not always enough
# Target sequence (P61088 whole entry, looked up): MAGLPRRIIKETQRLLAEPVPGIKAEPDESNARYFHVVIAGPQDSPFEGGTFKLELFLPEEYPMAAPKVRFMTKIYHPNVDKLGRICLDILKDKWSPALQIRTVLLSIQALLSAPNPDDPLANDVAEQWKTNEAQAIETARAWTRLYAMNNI
# SENP6 inh: inhibitors of human SENP6 protease; Q9GZR1; Recombinant SENP6 catalytic domain, aminoluciferin luminescence; inhibition, % at 10 µM; actives 1.8% (n = 330,000);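 active = inhibition above about 50% at the single tested dose, limit read from the data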;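 also: plate controls were DMSO wells with enzyme for no effect and DMSO wells lacking enzyme for full effect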
# HKDC1 inhibitor: inhibitors of human hexokinase HKDC1 | Q2TB90 | recombinant HKDC1, G6PDH/diaphorase resazurin coupled fluorescence | inhibition, % at 20 µM | actives 0.16% (n = 340,000);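 active = inhibition above about 35% when tested at 20 µM, limit read from the data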;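 also: plate controls were DMSO wells with enzyme for no effect and DMSO wells lacking enzyme for full effect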
#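 Assay system – recombinant HKDC1 (HK5) hexokinase enzyme, produced in-house · Input – HKDC1 at 5 µg/mL · Reagent – glucose plus 1 mM ATP as hexokinase substrates · Timing – 90 min reaction incubation at room temperature, dark · Measured by – G6PDH/diaphorase-coupled fluorescence, 1 mM NADP, 100 µM resazurin, 525/613 nm · Benchmarks – DMSO-enzyme wells negative, buffer-substituted wells positive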
# SENP8 block-2: inhibitors of human SENP8 protease; AID 2540; inhibition, % at 10 µM; actives 1.2% (n = 330,000); purified SENP8, Z-RLRGG-aminoluciferin cleavage, luminescence; in the data active = inhibition above about 50%
# beta cell repl: MIN6 beta-cell proliferation induction. proliferation, % at 10 µM. AID 2380. MIN6 cells proliferation, ATPlite luminescence, 48 h; cells starved in 0.2% serum; 100% = growth in 10% serum. actives 0.29% (n = 330,000);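 active = compounds whose signal lies at least 3.5 SD above the mean of all wells on their plate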;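 also: 0% = DMSO-treated cells in low-serum medium and 100% = 10% serum control; some compounds called inactive have numbers as strong as hits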
# PfGluPho inh: PfG6PD (Plasmodium falciparum) enzyme inhibition; actives 0.78% (n = 350,000); inhibition, % at 20 µM; PfGluPho enzyme, NADPH resazurin-diaphorase fluorescence;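 active = inhibition reaching at least a set limit at 20 µM in the primary screen, cut at about 59% in these data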;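 also: 0% = DMSO wells with substrate and 100% = DMSO wells lacking glucose-6-phosphate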
# * marks the source's active call; other numbers are inactive results; i = inactive; · = no result given. Random draw from the library; overall some 4% were active at least once.
1	Cc1cccc(NC(=O)CCCC(=O)OC(C)C(=O)c2ccccc2)c1 (stereo not drawn)
2	Cc1c(OC(C(=O)O)c2ccccc2)ccc2c1oc(=O)c1ccccc12 (stereo not drawn)
3	CC(C)Oc1cccc(NC(=O)c2cnccc2C(F)(F)F)c1
4	Cc1ccc(NC(=O)c2ccc(-n3cccn3)c([N+](=O)[O-])c2)cc1
5	C[C@H]1CN([C@@H](C)CO)C(=O)c2cccc(NC(=O)C3CC3)c2O[C@H]1CN(C)Cc1ccc(-c2ccccc2)cc1
assay / entry	1	2	3	4	5
SENP7 block	4	-8	-4	11	-3
SENP1 FRET inh	1	0	0	1	0
SENP8 block-1	0	-313	1	17	-2
UBC13 polyUb	8	4	1	6	-4
SENP6 inh	-15	9	-9	9	-16
HKDC1 inhibitor	1	-3	-6	-3	2
SENP8 block-2	3	17	-2	-2	-16
beta cell repl	0	-2	-1	-2	0
PfGluPho inh	6	-6	6	58	-18

6	C=CCN1C(=O)c2ccccc2Sc2ccc(C(=O)N3CCN(C)CC3)cc21
7	O=C(Nc1ccc(N2CCOCC2)cc1)c1cccc(S(=O)(=O)N2CCCC2)c1
8	CN(C)c1ccc(N2CC(C)(C)C2=O)cc1
9	CCc1nc2ccc(C(=O)Nc3ccc(NC(C)=O)cc3)cc2nc1CC
10	COc1cccc(N(C(=O)c2sc(C)nc2C)C(C(=O)NCC2CCCO2)c2ccccc2)c1 (stereo not drawn)
assay / entry	6	7	8	9	10
SENP7 block	11	9	-3	-1	-6
SENP1 FRET inh	2	-2	0	5	-2
SENP8 block-1	15	11	11	13	-4
UBC13 polyUb	0	7	3	-2	-4
SENP6 inh	5	-13	4	-13	1
HKDC1 inhibitor	-2	-8	10	-3	-6
SENP8 block-2	2	-1	-2	-6	-1
beta cell repl	0	-1	1	2	-2
PfGluPho inh	22	1	6	-2	20

11	CNNC(=O)C(C)NC(=O)c1ccc(Br)cc1 (stereo not drawn)
12	Cc1ccc(CCNS(=O)(=O)c2ccc3c(c2)NC(=O)CCS3)cc1
13	CCn1c(SCC(=O)Nc2nccs2)nnc1-c1ccc(S(=O)(=O)N2CCCCC2)cc1
14	CC(C)(C)c1ccc(-c2noc(CCC(N)=O)n2)cc1
15	O=C(CSc1nc2ccccc2[nH]1)Nc1ccc2[nH]c(=O)[nH]c2c1
assay / entry	11	12	13	14	15
SENP7 block	-4	8	-5	-5	8
SENP1 FRET inh	2	2	-1	-5	-2
SENP8 block-1	6	16	0	8	-1
UBC13 polyUb	-1	4	3	2	7
SENP6 inh	-9	3	-13	-4	7
HKDC1 inhibitor	16	2	3	-7	7
SENP8 block-2	7	-11	-3	-2	5
beta cell repl	-1	5	3	-2	-1
PfGluPho inh	-2	-2	-4	11	31

16	COc1ccc(NC(=O)/C(C#N)=C/c2c(C)nn(-c3ccc(F)cc3)c2Cl)cc1OC
17	Cc1cc(NC(=O)C2CCCC2)nc2c1c(=O)oc1ccccc12
18	CCn1c(C(=O)NCc2ccccn2)cc2sccc21
19	O=C(Nc1ccccc1)Oc1cccc(Br)c1
20	CSCCC(NS(=O)(=O)c1cccc(C(F)(F)F)c1)C(=O)Nc1ccccc1N1CCCC1 (stereo not drawn)
assay / entry	16	17	18	19	20
SENP7 block	3	-6	-14	6	3
SENP1 FRET inh	-9	-18	-6	2	2
SENP8 block-1	7	-32	10	10	8
UBC13 polyUb	0	3	-13	4	-4
SENP6 inh	6	-11	-14	17	-26
HKDC1 inhibitor	1	0	-6	-2	6
SENP8 block-2	-5	6	-8	13	-10
beta cell repl	-3	-4	-2	-2	-5
PfGluPho inh	36	20	6	-9	13

21	COc1ccc(-c2nnn(CC(=O)N(CCO)C(C(=O)NC3CCCC3)c3ccncc3)n2)cc1 (stereo not drawn)
22	COc1ccc(-n2nc(C(=O)NCC(=O)Nc3cc(OC)c(OC)c(OC)c3)c3ccccc3c2=O)cc1
23	COc1ccc(CNC(=O)Cn2nc([N+](=O)[O-])c(Br)c2C)cc1OC
24	O=S(=O)(c1ccc(S(=O)(=O)N2CCC(O)CC2)cc1)N1CCCC1
25	CCN(C(=S)NC(=O)CCc1ccccc1)c1ccccc1
assay / entry	21	22	23	24	25
SENP7 block	1	-1	9	-3	4
SENP1 FRET inh	0	5	3	-1	0
SENP8 block-1	16	-227	29	8	21
UBC13 polyUb	3	0	2	0	-1
SENP6 inh	-3	2	5	-11	-22
HKDC1 inhibitor	-14	6	-4	-4	-7
SENP8 block-2	0	-4	4	4	-4
beta cell repl	0	0	2	0	-2
PfGluPho inh	-1	4	8	19	16

26	Cc1cc(C)cc(N2CC(C)Cn3c2nc2c3c(=O)[nH]c(=O)n2C)c1 (stereo not drawn)
27	Cc1csc(NC(=O)C(Cc2ccccc2)n2cccc2)n1 (stereo not drawn)
28	Cc1cc(C(=O)N2CCCC(N3CCN(c4cccc(Cl)c4)CC3)C2)n(C)n1 (stereo not drawn)
29	O=C(Cn1nnc(-c2ccccc2)n1)N/N=C/c1cc([N+](=O)[O-])ccc1O
30	CC(Sc1nnnn1-c1ccc(O)cc1)c1nc2ccccc2c(=O)[nH]1 (stereo not drawn)
assay / entry	26	27	28	29	30
SENP7 block	-4	0	-6	8	2
SENP1 FRET inh	1	-3	0	-25	-1
SENP8 block-1	4	5	-1	26	5
UBC13 polyUb	3	9	-2	-42	13
SENP6 inh	-10	11	-8	42	2
HKDC1 inhibitor	-6	-1	-2	-17	-4
SENP8 block-2	-1	-3	-8	16	2
beta cell repl	-4	-4	-1	-1	-2
PfGluPho inh	-7	17	-8	-44	-10

31	COc1cccc(C(=O)Nc2cccc(C(=O)N3CCOCC3)c2)c1
32	Cc1ccc(S(=O)(=O)N2CCCC2C(=O)Nc2ccc(O)cc2)cc1 (stereo not drawn)
33	COc1cccc(C(=O)Nc2cc(Cl)c(O)c(Cl)c2)c1
34	COc1ccc(NC(=O)n2nc(OC(=O)c3cccs3)cc2N)cc1
35	Cc1ccc(-n2ncc(C(=O)Nc3cc(Cl)cc(Cl)c3)c2C2CCNCC2)cc1C
assay / entry	31	32	33	34	35
SENP7 block	-3	-5	59*	-6	·
SENP1 FRET inh	-1	2	2	5	-2
SENP8 block-1	15	0	8	13	16
UBC13 polyUb	2	4	5	6	·
SENP6 inh	-10	12	71*	-1	·
HKDC1 inhibitor	-4	-2	0	2	-5
SENP8 block-2	0	-5	55*	-6	·
beta cell repl	-3	-5	0	2	·
PfGluPho inh	4	6	2	18	-3

36	CCOC(=O)CSc1ccc2nnc(-c3cccnc3)n2n1
37	S=c1nc(C23CC4CC(CC(C4)C2)C3)nc2sccn12
38	CCn1cc(C2C3=C(CC(C)(C)CC3=O)N(c3ccccc3)C3=C2C(=O)CC(C)(C)C3)c(C)n1
39	Cc1cccc(N=N/C(=C\O)C(=O)c2ccc(Br)cc2)c1
40	O=C(c1ccc([N+](=O)[O-])cc1)N(Cc1ccc(Cl)cc1)N1C(=O)CCCC1=O
assay / entry	36	37	38	39	40
SENP7 block	10	7	7	3	13
SENP1 FRET inh	-1	·	-32	17	3
SENP8 block-1	-179	·	-129	20	10
UBC13 polyUb	1	15	-7	-15	-5
SENP6 inh	-9	23	7	14	14
HKDC1 inhibitor	2	·	9	3	-5
SENP8 block-2	-3	3	4	1	2
beta cell repl	2	-4	-2	-6	-2
PfGluPho inh	35	·	-22	10	3

41	O=C(O)/C=C/C(=O)Nc1ccc2nccnc2c1
42	Cc1nn(CCCC(=O)NC(C)c2ccccc2)c(=O)c2nn(-c3ccccc3)c(C)c12 (stereo not drawn)
43	COc1ccc(CN(C(=S)Nc2ccccc2)C2CC(=O)N(c3ccc(F)cc3)C2=O)cc1 (stereo not drawn)
44	COc1ccc(NC(=O)c2ccc(Cl)nc2)cc1S(=O)(=O)N1CCCCC1
45	COc1ccc2c(c1)C(NC(C)=O)C(=O)N2C (stereo not drawn)
assay / entry	41	42	43	44	45
SENP7 block	-3	7	4	-14	9
SENP1 FRET inh	17	0	0	0	4
SENP8 block-1	-336	12	15	27	24
UBC13 polyUb	5	-2	3	-5	15
SENP6 inh	6	-12	-7	-11	-24
HKDC1 inhibitor	-4	-6	9	-6	-8
SENP8 block-2	2	-9	-5	-7	-3
beta cell repl	-1	-2	-4	-1	-1
PfGluPho inh	9	0	10	-4	-15

46	COc1cc(/C=C/CNC[C@H]2O[C@@H](n3cnc(C(N)=O)n3)[C@H](O)[C@@H]2O)ccc1O
47	O=C(Nc1ccccc1)Nc1nc(-c2ccc(F)c(F)c2)cs1
48	Cc1ccc(NC(=O)CN(C)C(=O)COC(=O)c2nccnc2N)cc1
49	CC1CCN(S(=O)(=O)c2ccc(C(=O)Nc3nnc(-c4ccccn4)o3)cc2)CC1
50	COC(=O)[C@H](CO)NS(=O)(=O)c1ccc(C)cc1
assay / entry	46	47	48	49	50
SENP7 block	·	-3	8	-1	3
SENP1 FRET inh	4	0	-9	3	2
SENP8 block-1	8	17	i	10	-2
UBC13 polyUb	·	-4	10	-44	·
SENP6 inh	·	3	1	-6	·
HKDC1 inhibitor	-2	-5	-2	-7	4
SENP8 block-2	·	-6	0	-12	·
beta cell repl	·	0	-3	-3	·
PfGluPho inh	6	11	7	-13	1

51	COc1cc(C2C(C#N)=C(N)N(c3cccnc3)C3=C2C(=O)CCC3)ccc1O (stereo not drawn)
52	CN1C[C@@H]2[C@@H]3C(=O)N(Cc4ccccc4)C(=O)[C@@H]3[C@](Cc3ccccc3)(C1=O)N2C(=O)c1ccccc1
53	COc1ccc2c(c1)C1=C(CC2)C(c2ccc(C)cc2)NC(=S)N1 (stereo not drawn)
54	COc1cc(NC(=O)CSc2nccc(=O)[nH]2)c(C)cc1[N+](=O)[O-]
55	COC(CNC(=O)c1ccc2c(=O)n(Cc3ccc(Cl)cc3)c(=S)[nH]c2c1)OC
56	CCOC(=O)c1cccc(NC(=O)CCS(=O)(=O)c2ccc(Br)s2)c1
57	CCOC(=O)c1c(N=CN(C)C)c(C#N)c2n1CCCC2
assay / entry	51	52	53	54	55	56	57
SENP7 block	0	·	4	-6	1	10	2
SENP1 FRET inh	-46	-11	-1	3	1	3	-6
SENP8 block-1	-51	8	-74	2	21	11	9
UBC13 polyUb	-4	·	-6	-2	7	4	0
SENP6 inh	7	·	-5	-8	-12	8	-1
HKDC1 inhibitor	9	-6	9	16	0	3	-4
SENP8 block-2	-5	·	-2	7	-10	-2	1
beta cell repl	1	·	-7	-1	2	0	5
PfGluPho inh	14	-6	1	-13	-7	8	9
